GRK2 inh – human GRK2 inhibition via aptamer displacement; bead flow cytometry, FAM-aptamer displacement from GRK2; inhibition of aptamer binding, % at 10 µM; 330,000 compounds, 0.59% hits;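 active = inhibition of aptamer binding above 40%, roughly 3 SD of noise, on plates passing a quality check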;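 also: median bead fluorescence of bound FAM aptamer so fluorescent compounds give negative values; no value below 0 was filed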
proCasp7 act – counter-screen: procaspase-7 (human) activation; 330,000 compounds, 0.093% hits; activation, % at 8.5 µM; recombinant procaspase-7, Ac-DEVD-pNA absorbance 405 nm; D23A/D198A/D206A triple mutant, cannot self-cleave; scale: DMSO 0, 5 µM enzyme 100; AID 463210; P55210;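 active = percent activation above the screen-wide mean plus 3 SD, cut at about 25% in these data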
Target sequence (P55210 whole entry D23A/D198A/D206A): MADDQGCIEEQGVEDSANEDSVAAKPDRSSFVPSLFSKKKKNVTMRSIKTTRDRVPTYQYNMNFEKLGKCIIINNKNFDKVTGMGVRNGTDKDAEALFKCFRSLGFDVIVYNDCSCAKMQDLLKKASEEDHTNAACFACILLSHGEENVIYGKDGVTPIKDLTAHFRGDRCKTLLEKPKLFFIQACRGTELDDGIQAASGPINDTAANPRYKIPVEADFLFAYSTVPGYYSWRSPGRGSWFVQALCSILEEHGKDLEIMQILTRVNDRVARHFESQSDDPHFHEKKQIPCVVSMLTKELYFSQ
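Material: Procaspase-7 triple mutant (PC-7 D3A) | Quantity: 2 µM procaspase-7 mutant as dispensed | Reagent: DEVD-pNA substrate | Times: 1 h preincubation, 2 h reaction | Technique: 405 nm absorbance of p-nitroaniline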
procasp3 activ – activators of human procaspase-3; P42574; recombinant procaspase-3 D3A, Ac-DEVD-pNA absorbance 405 nm; activation, % at 8.5 µM; 330,000 compounds, 0.11% hits; AID 463141;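 active = activation above the mean of all tested compounds plus 3 SD, cut at about 21% in these data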;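 also: 0% = DMSO alone and 100% = DMSO wells spiked with extra 5 µM PC-3 D3A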
Target sequence (P42574 whole entry D9A/D28A/D175A): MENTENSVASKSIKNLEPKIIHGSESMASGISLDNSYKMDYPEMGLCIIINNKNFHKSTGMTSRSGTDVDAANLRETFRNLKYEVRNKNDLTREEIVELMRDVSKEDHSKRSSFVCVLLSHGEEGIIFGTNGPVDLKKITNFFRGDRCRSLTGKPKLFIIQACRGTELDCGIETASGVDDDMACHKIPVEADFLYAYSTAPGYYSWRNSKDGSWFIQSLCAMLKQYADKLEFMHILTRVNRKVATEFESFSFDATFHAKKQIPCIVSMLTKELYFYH
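Assay system: Autoprocessing-dead procaspase-3 D3A mutant enzyme; also added: Ac-DEVD-pNA; doses: one concentration, 8.5 µM nominal, 0.8% DMSO; times: 1 h compound preincubation, 2 h substrate hydrolysis at 25 °C; technique: 405 nm absorbance of p-nitroaniline, reads at 0 and 120 min; measure: % activation between DMSO and enzyme-spiked controls; repeats: single replicate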
JMJD2C inh – human JMJD2C demethylase inhibition; 330,000 compounds, 0.069% hits; AID 2099; GST-JMJD2C(1-420) H3K9me3 demethylation, DELFIA europium; inhibition, % at 2.35 µM; Q9H3R0;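 active = more than half of a compound's replicate wells show inhibition beyond 50%, single wells judged on their own value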;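 also: signal counts dimethyl H3K9 product captured on neutravidin plate; 0% = median of DMSO wells and 100% = 0.3 times that DMSO median; strong numbers were not always called active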
Target sequence (Q9H3R0 1-420 limits assumed): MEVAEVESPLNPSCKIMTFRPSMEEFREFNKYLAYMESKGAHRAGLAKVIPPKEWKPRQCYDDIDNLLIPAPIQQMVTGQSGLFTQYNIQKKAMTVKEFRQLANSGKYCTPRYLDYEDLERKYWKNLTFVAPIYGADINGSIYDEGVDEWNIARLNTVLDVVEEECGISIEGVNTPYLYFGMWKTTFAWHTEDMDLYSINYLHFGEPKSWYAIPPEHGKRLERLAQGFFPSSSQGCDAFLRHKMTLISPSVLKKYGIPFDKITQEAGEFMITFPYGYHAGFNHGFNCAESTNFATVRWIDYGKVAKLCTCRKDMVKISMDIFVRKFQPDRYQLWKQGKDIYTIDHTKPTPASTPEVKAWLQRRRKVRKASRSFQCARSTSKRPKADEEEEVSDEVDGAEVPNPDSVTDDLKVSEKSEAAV
CTSL1 counter – counter-screen for PFM18AAP inhibitors: inhibitors of F. hepatica cathepsin L1 | AID 1906 | inhibition, % at 5.96 µM | recombinant F. hepatica cathepsin L1, Z-Leu-Arg-MCA fluorescence | 300,000 compounds, 0.49% hits;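 active = inhibition above the mean of all tested compounds plus 3 SD, set per screening campaign, cut at about 17% in these data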;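 also: 0% = plate median of test compound wells and 100% = 1 µM Z-Phe-Ala-diazomethylketone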
PP1 counter – blocks human PP1-alpha phosphatase, a PP5 counter-screen; P62136; purified PP1alpha, OMFP fluorescence; inhibition, % at 6.7 µM; 320,000 compounds, 0.9% hits; AID 2235;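 active = inhibition above the mean inhibition of all tested compounds plus 3 SD, computed separately for each screening campaign, cut at about 15% in these data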
VLA-4 inh – inhibition in a human VLA-4 binding assay. P13612. VLA-4 expressing cells, ligand binding flow cytometry. inhibition, % (about 7 µM as worked out from the volumes in the protocol). 330,000 compounds, 0.2% hits. AID 2557; in the data active = inhibition above about 50%
PP5 inh – PP5 (human) phosphatase inhibition | P53041 | purified PP5c, OMFP substrate fluorescence | inhibition, % at 6.7 µM | 320,000 compounds, 0.18% hits | AID 1987;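 active = inhibition above the campaign's mean inhibition across all tested compounds plus 3 SD, cut at about 9.5% in these data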;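 also: 0% = DMSO only and 100% = 100 µM cantharidin control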
HCV core dimer – blocks dimerization of HCV core protein; TR-FRET GST/Flag-core106 dimerization, 1536-well; inhibition, % at 5 µM; 300,000 compounds, 0.33% hits;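 active = inhibition above the mean of all tested compounds plus 3 SD, set per screening campaign, cut at about 45% in these data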
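Material: GST/Flag-tagged HCV core106 proteins. Incubation: 4 h, 22.5 °C incubation. Read-out basis: inhibition (%) from 671 over 617 nm ratio. Measured by: TR-FRET, excitation 340 nm, emission 617 and 671 nm.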
Active calls of the source: *; i = inactive; / = no result given; & = joins results of further samples. The order is random. Share with any hit: about 2.6%.

SMILES	GRK2 inh	proCasp7 act	procasp3 activ	JMJD2C inh	CTSL1 counter	PP1 counter	VLA-4 inh	PP5 inh	HCV core dimer
CC1CCN(CCCOc2ccc(Cl)cc2Br)CC1	0	-2	4	-6	-1	2	2	1.2	-2
COC(=O)c1ccc(=O)n(CC(=O)c2ccc(Cl)cc2)c1	4	9	14	11	-6	-2	19	-2.8	2
CCC(C)Oc1nc2c(c(=O)n(C)c(=O)n2C)n1C (centres undefined)	0	6	6	-2	-5	2	-1	-0.8	1
CC(=O)N(C)c1ccc(N=Nc2c(C)[nH]n(-c3ccccc3)c2=O)cc1	1	-1	4	-1	1	-3	-18	-0.3	3
O=C(N/N=C/CCc1ccccc1)c1ccccc1	0	-1	0	-26	-1	2	-1	-1.1	4
Cc1cccc2nc(CSC(=N)N)c(Br)n12	1	-19	-11	i	-4	-2	-13	-4.0	-2
COCCNC(=O)C(c1ccc(Cl)cc1)N(C(=O)CCC(=O)Nc1ccccn1)C1CCCC1 (centres undefined)	0	11	2	-6&5	0	-3	30	-0.4	0
COc1ccc2[nH]c(C(=O)O)c(NS(=O)(=O)c3ccc(C)cc3C)c2c1	0	-1	-8	-4	-1	1	10	2.8	0
O=C(CSc1ccccc1)NCc1cccnc1	0	0	-4	2	7	-4	18	0.4	0
CCCCn1c(N)c(N(CCC(C)C)C(=O)c2cc(CC)c(C)s2)c(=O)[nH]c1=O	2	0	-7	9	13	-8	3	-0.3	-1
COc1ccc2[nH]cc(C(=O)CN3CCC(C)CC3)c2c1	0	-8	3	9	-4	-1	-7	1.4	0
O=C1CCC(=O)N1OCCCCOc1ccccc1	42*	5	-3	9	2	-3	7	-0.5	-2
CC(=O)N1CCN(C(=O)c2cc(S(=O)(=O)NCc3ccccc3)ccc2C)CC1	0	-3	1	3	1	3	12	-0.1	0
Cc1cccc(Nc2nc3c(S(=O)(=O)c4ccccc4)nnn3c3ccccc23)c1	0	2	-4	11	-1	-1	13	0.7	-8
COc1ccc(/C=N/NC(=S)Nc2ccccc2)cc1COc1ccccc1F	2	-21	-5	2	-3	5	2	3.4	5
CCNS(=O)(=O)c1ccc(NC(=O)Cn2cc([N+](=O)[O-])cn2)cc1	2	-8	9	2	-1	-2	3	-1.2	-4
COc1cc(/C=C2/NC(=O)NC2=O)cc(Br)c1OCc1cccc(C(=O)O)c1	0	2	2	-14	3	-4	0	2.5	-2
CCOc1ccccc1N1CCN(CC(O)COc2ccc3c(C)cc(=O)oc3c2)CC1 (centres undefined)	1	-10	2	6	4	-2	-2	1.2	1
CCC(C)n1c(SCC(=O)Nc2ccc3[nH]c(=O)[nH]c3c2)nc2ccccc2c1=O (centres undefined)	0	-4	1	4	2	-2	2	1.3	-2
O=S(=O)(NCC(c1ccccc1)N1CCNCC1)c1ccc(Cl)cc1 (centres undefined)	0	-1	8	-34	0	1	14	2.6	1
Cc1nc(C)c(-c2ccn(C(=O)NC(C)C)n2)s1	0	5	-8	-2	5	-2	4	4.0	-1
CC(OC(=O)Cc1n[nH]c(=O)c2ccccc12)C(=O)Nc1ccccc1[N+](=O)[O-] (centres undefined)	0	-7	-1	6	0	0	1	0.8	1
COc1ccccc1-c1noc(-c2ccccc2C(=O)Nc2ccccc2)n1	2	6	-6	-3	-4	7	2	5.2	5
Cc1cc(C)nc(SCCC(=O)Nc2cccc3ccccc23)n1	1	0	-3	19	-2	-2	12	0.3	0
COC(=O)c1ccccc1S(=O)(=O)NNC(=O)C12CC3CC(CC(C3)C1)C2	3	3	0	-14	/	/	8	/	/
Going on with the list.
SMILES	GRK2 inh	proCasp7 act	procasp3 activ	JMJD2C inh	CTSL1 counter	PP1 counter	VLA-4 inh	PP5 inh	HCV core dimer
Cc1ccc(NC(=O)CS(=O)CC(=O)Nc2ccc(N3CCOCC3)cc2)cc1Cl (centres undefined)	70*	-2	-5	1	0	4	-3	3.2	-5
CCCC(C)CO (centres undefined)	3	0	-6	3	/	-5	16	-2.4	/
CS(=O)(=O)Cc1cccc(C(=O)NN(c2ccccc2)c2ccccc2)c1	2	4	-1	-14	-3	-12	22	-1.0	10
COc1ccc(-c2nc3c(Br)c(N)c(Br)cc3o2)cc1	2	6	0	/	4	12	-4	-1.2	0
NC(=O)c1ccc(-c2nnc(Nc3ccc(S(N)(=O)=O)cc3)c3ccccc23)cc1	0	10	-12	-9	-1	4	2	2.5	4
Oc1cc(O)cc(-c2cc3ccc(O)cc3o2)c1	0	5	9	-3	-1	-6	0	2.8	-3
COC(=O)Nc1nnc(/C=C/c2ccccc2)s1	0	2	-4	-1	2	-7	2	-1.7	5
Cc1ccc(S(=O)(=O)N2C(=O)CCC2C(=O)Nc2ccc3c(c2)OCCO3)cc1 (centres undefined)	0	1	2	-23&0	2	0	3	-0.2	0
O=C(N/N=C/c1ccc([N+](=O)[O-])cc1)c1cc(C2CC2)nc2ccccc12	0	6	1	2	0	-3	0	3.9	6
CCOCCn1c(N2CCN(c3ccc(OC)cc3)CC2)nc2c1c(=O)[nH]c(=O)n2C	1	2	3	-3	-1	-1	2	-1.2	2
Cc1ccc(C(=O)NCC(=O)NCC(=O)OCc2ccc(Cl)cc2)cc1	4	-7	-5	-4	-16	-3	7	2.3	-7
Nc1n[nH]c(-c2ccccc2)c1-c1ccccc1	1	0	7	13	-1	3	6	1.7	3
Cc1occc(=O)c1OCc1ccccc1	1	-5	3	-2	0	-4	1	0.8	3
CC(=O)N/C(=C\c1ccccc1)C(=O)NCc1ccc2c(c1)OCO2	64*	2	-2	-3	-3	2	-3	1.1	-12
c1ccc(-c2nc(NCc3cccnc3)c3ccccc3n2)cc1	3	4	-1	-8	2	3	-2	5.2	-2
COc1cc(-c2cc(C(=O)Nc3ccc(N4CCOCC4)cc3)c3ccccc3n2)cc(OC)c1OC	0	-4	-8	3	3	0	-5	0.2	6
CC1CCN(c2nc3c(cc2C#N)COC(C)(C)C3)CC1	0	3	-2	9	1	-4	7	-2.3	0
CCC(=O)C1=C(N2CCCC2)CC(C)(C)CC1=O	1	0	-3	-17	-4	-4	16	3.6	-6
O=S(=O)(Cc1ccccc1)N1CCCC(c2nc(-c3ccc(F)cc3)no2)C1 (centres undefined)	0	-3	2	4	2	1	17	2.2	-1
CCOc1ccc(C(=O)NCCN(C)C)cc1	0	2	-1	1	-2	-1	8	0.0	-1
CCCCC(=O)NC(=S)Nc1cccc(NC(=O)c2ccccc2)c1	2	-8	-5	-39	0	0	18	5.1	3
CCC1CCCCN1S(=O)(=O)c1ccc(NC(=O)c2nc(S(C)(=O)=O)ncc2Cl)cc1 (centres undefined)	0	-6	-21	5	1	3	46	5.8	13
CC(=O)c1cccc(-n2nnnc2SCC(=O)Nc2ccccc2N2CCCCC2)c1	4	-1	-1	17	3	2	9	6.1	11
CCN(CC(=O)Nc1cc(Cl)ccc1C)C(=O)Cc1ccsc1	0	1	0	/	/	0	11	1.5	/
CC(C)CCNC(=O)NC(=O)COC(=O)c1cc(S(=O)(=O)N2CCOCC2)ccc1N1CCCCC1	1	-1	4	-45	5	-3	-5	-0.2	14
Continued:
SMILES	GRK2 inh	proCasp7 act	procasp3 activ	JMJD2C inh	CTSL1 counter	PP1 counter	VLA-4 inh	PP5 inh	HCV core dimer
CCOc1cc(/C=N/NC(=O)C(=O)NCc2cccnc2)ccc1O	0	-4	-1	-19	3	-2	0	1.5	-8
CCC1=NN(C(=O)c2cccc([N+](=O)[O-])c2)C(O)(c2ccc(C)cc2)C1 (centres undefined)	0	4	7	3	-7	6	5	1.0	6
Cc1cccc(C)c1OCc1cc(C(=O)N2CCCCCCC2)no1	0	4	7	2	-3	2	-10	4.1	-1
CCCC(=O)Nc1ccc(S(=O)(=O)N2CCC(c3nc4ccccc4[nH]3)CC2)cc1	0	1	14	159	5	0	0	-1.1	0
Cc1cccc(NC(=O)Nc2ccncc2)c1	1	-11	1	10	0	-4	14	4.1	-9
Fc1ccccc1N1CCN(c2ncnc3nc[nH]c23)CC1	0	0	-3	6	-3	-2	7	1.3	-2
O=C(CN1CCN(S(=O)(=O)c2cccc(Cl)c2)CC1)N1CCCCC1	3	10	4	-10	/	5	15	1.9	/
O=C(CSc1nccc(=O)[nH]1)Nc1cc(C(F)(F)F)ccc1N1CCOCC1	0	-2	4	3	-2	-8	1	-5.8	-2
CN(C)S(=O)(=O)N1CCC(Oc2ccc(C(=O)NC3CCOC(C)(C)C3)cc2)CC1 (centres undefined)	1	-1	16	1	-1	-4	0	1.4	-8
O=C(Cc1c[nH]c2ccccc12)N/N=C/c1cccc(F)c1	1	10	2	2	-3	-3	10	1.9	2
COc1ccccc1C1=NN(C(=O)c2ccccc2)C(c2ccc(Br)cc2)C1 (centres undefined)	0	-3	-14	-10	1	-2	-45	-7.5	10
CN1CCCN(C(=O)c2cccc(Cl)c2)CC1	1	2	-7	-4	-1	-4	2	-1.0	-7
Cc1ccc(S(=O)(=O)N(CC(O)CN2C(=O)NC(C)(C)C2=O)c2ccccc2)cc1 (centres undefined)	2	7	0	3	0	-3	7	1.7	-4
Cc1ccc(Nc2nc(CSc3n[nH]c(N)n3)cs2)cc1	1	8	-4	-7	0	-4	3	-0.6	-6
CCCCSc1nc2[nH]ncc2c(=O)[nH]1	0	5	3	12	-2	0	-7	1.1	-3
N/C(=N\OC(=O)Cc1ccccc1[N+](=O)[O-])c1ccncc1	1	4	4	1	1	-1	-28	-1.1	8
Cc1ccc(SCC(=O)NCc2ccc(F)cc2)cc1	2	3	-1	/	2	-8	11	0.0	2
Cc1cccc(NC(=O)C2CCN(S(=O)(=O)c3ccc4c(c3)NC(=O)CO4)CC2)c1C	0	0	-1	4	5	-5	9	-0.3	12
CCOc1ccc(Cc2n[nH]c(=S)n2N)cc1	0	-16	6	27	5	0	12	0.8	-7
CCN1C(=O)[C@@H]2[C@@H](c3ccc(-c4ccc(OC)cc4)c(OC)c3)N3CCC[C@@]3(C(=O)OC)[C@@H]2C1=O	1	3	-2	-2	0	3	29	0.8	11
Nc1[nH]n(-c2ccccc2)c(=O)c1N=Nc1ccc2ncsc2c1	0	-21	-32	24	4	-7	-9	7.0	-27
CCC(C(=O)NC1CCCC1)N(C(=O)Cn1nnc(-c2ccc(C)cc2)n1)C1CCCC1 (centres undefined)	8	-8	4	-9	5	2	-15	2.8	-6
CN1C(=O)CSC1=Nc1cccc(Cl)c1	0	0	-1	-8	-4	0	-5	4.1	-8

Structural class: the entries above with two or more sulfur atoms.
SMILES	GRK2 inh	proCasp7 act	procasp3 activ	JMJD2C inh	CTSL1 counter	PP1 counter	VLA-4 inh	PP5 inh	HCV core dimer
CCC1CCCCN1S(=O)(=O)c1ccc(NC(=O)c2nc(S(C)(=O)=O)ncc2Cl)cc1 (centres undefined)	0	-6	-21	5	1	3	46	5.8	13
Cc1ccc(Nc2nc(CSc3n[nH]c(N)n3)cs2)cc1	1	8	-4	-7	0	-4	3	-0.6	-6

Source: PubChem BioAssay
